# Assay outcomes as filed in PubChem.
# EIF4E inhibitors: inhibitors of EIF4E gene expression, primary screen, cell-based, HT1080, luciferase reporter (AID 1224817) | HT1080 EIF4E-luc2 knock-in reporter, luciferase, 16 h; active compounds read low | log2 luciferase activity ratio at 2.5 µM | actives 1% (n = 2,000);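 active means log2 luciferase ratio at or below -0.5849, meaning signal at two thirds of solvent-only control or lower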;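 further: luciferase reports endogenous eIF4E expression since it is co-expressed from the native EIF4E locus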
# The depositor's hits bear a star.
SMILES,EIF4E inhibitors
O=C(O)C(O)C(O)C(O)C(O)c1nc2ccccc2s1 (stereo not drawn),0.47
CN(C)Cc1cc(C(C)(C)C)cc(CNC2CCCCC2)c1O,0.45
O=S1(=O)CCN(c2ccccc2CC(c2c[nH]c3ccccc23)c2c[nH]c3ccccc23)CC1,-0.0021
Cc1cc(N)c2cc(OCCOc3ccc4nc(C)cc(N)c4c3)ccc2n1,-0.031
CC(CC(N)C(=O)O)C(=O)O (stereo not drawn),-0.045

# By substructure: the compounds so far with a COOH group
SMILES,EIF4E inhibitors
O=C(O)C(O)C(O)C(O)C(O)c1nc2ccccc2s1 (stereo not drawn),0.47
CC(CC(N)C(=O)O)C(=O)O (stereo not drawn),-0.045

# Look-ups from above.
# EIF4E inhibitors with O=S1(=O)CCN(c2ccccc2CC(c2c[nH]c3ccccc23)c2c[nH]c3ccccc23)CC1 reads -0.0021
# EIF4E inhibitors with O=C(O)C(O)C(O)C(O)C(O)c1nc2ccccc2s1 (stereo not drawn) reads 0.47

# An excerpt; rates above refer to the full screens.
